Nrf2 inh: Nrf2 pathway inhibition | A549 ARE-Fluc reporter, luciferase luminescence, 18-24 h | Potency, µM (titrated, usually from 46 µM), without a hit: at the highest dose activity change, negative = inhibition, actives largely listed as inhibitors | 360,000 compounds, 2.1% hits; further: potency means the concentration at half of the fitted maximal effect; on the % scale 0 is the no-effect control and ±100 the full control effect; nearly all actives have a fitted effect of over 60% in size
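Nrf2 activity is the BugLite luminescence, read 15 min after reagent at room temperature, following CellTiter-Fluor cytotoxicity readout (30 min, 37C). Compound titrations were applied for 18-24 h to 5000 A549 ARE_Fluc cells/well in 5% FBS OPTI-MEM.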
ATXN2 expr inh: inhibitors of ATXN2 expression; HEK-293 ATXN2-luciferase reporter, luminescence, 24 h; Potency, µM (titrated, usually from 57 µM), for the others: at the top dose activity change, negative = inhibition, hits mostly inhibitors; 360,000 compounds, 0.72% hits; AID 1745845; further: potency means the concentration at half of the fitted maximal effect; on the % scale 0 is the no-effect control and ±100 the full control effect; nearly all actives have a fitted effect of over 55% in size
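qHTS (up to 57 uM final) was run with 24 h compound exposure of reporter cells at 37 °C. Each well was multiplexed: SteadyGlo luminescence measured ATXN2-luciferase expression after a fluorogenic Gly-Phe-AFC viability readout (25 uM final).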
EPAC2 ag: agonists of human EPAC2 (RAPGEF4); Q8WZA2; EPAC2 activation, biochemical qHTS; response scale: 100% = 6.5 mM cAMP response; Potency, µM (titrated, usually from 154 µM), without a hit: top-dose activation, usual class: activators; 360,000 compounds, 0.079% hits; AID 720711; further: potency means the concentration at half of the fitted maximal effect; nearly all actives have a fitted effect of over 50% in size
Target sequence (Q8WZA2 whole entry, looked up): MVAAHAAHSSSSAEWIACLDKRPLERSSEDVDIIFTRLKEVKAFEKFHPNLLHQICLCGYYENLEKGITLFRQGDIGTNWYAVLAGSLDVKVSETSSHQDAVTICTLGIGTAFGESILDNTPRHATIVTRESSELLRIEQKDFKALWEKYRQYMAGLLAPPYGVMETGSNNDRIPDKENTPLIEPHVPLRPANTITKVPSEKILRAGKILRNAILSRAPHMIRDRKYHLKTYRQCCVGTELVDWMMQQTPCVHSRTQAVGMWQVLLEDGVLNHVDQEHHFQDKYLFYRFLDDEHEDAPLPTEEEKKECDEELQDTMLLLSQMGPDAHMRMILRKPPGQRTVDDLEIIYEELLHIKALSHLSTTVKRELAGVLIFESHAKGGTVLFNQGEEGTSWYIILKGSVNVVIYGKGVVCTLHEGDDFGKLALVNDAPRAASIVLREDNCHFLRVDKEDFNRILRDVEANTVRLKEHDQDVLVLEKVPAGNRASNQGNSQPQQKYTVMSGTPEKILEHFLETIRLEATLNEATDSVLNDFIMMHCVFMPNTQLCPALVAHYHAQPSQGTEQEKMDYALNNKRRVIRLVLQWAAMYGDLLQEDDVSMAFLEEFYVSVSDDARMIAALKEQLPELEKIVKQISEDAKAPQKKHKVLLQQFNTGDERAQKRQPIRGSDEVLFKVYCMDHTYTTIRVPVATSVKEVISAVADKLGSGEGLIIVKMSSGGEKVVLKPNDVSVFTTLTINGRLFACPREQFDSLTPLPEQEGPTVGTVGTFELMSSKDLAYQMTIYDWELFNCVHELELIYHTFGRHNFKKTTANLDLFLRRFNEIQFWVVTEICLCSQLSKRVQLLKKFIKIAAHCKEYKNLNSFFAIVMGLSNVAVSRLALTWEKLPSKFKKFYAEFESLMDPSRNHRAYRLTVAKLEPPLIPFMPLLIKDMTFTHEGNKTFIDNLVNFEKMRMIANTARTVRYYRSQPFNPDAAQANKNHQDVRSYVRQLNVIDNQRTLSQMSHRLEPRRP
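Guanine nucleotide exchange by EPAC2 is measured as reduced fluorescence of BODIPY-GDP once it is released from 250 nM Rap1B. Plates are read kinetically for 30 min at room temperature; results are scaled to 6.5 mM cAMP.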
A549 tox: counter-screen for Nrf2 inhibitors: cytotoxicity in A549 cells; A549 ARE-Fluc cells, CellTiter-Fluor viability, 18-24 h; Potency, µM (titrated, usually from 46 µM), for the others: at the highest dose activity change, negative = cytotoxicity, hits mostly inhibitors; 390,000 compounds, 0.16% hits; further: potency means the concentration at half of the fitted maximal effect; on the % scale 0 is the no-effect control and ±100 the full control effect
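Cytotoxicity counterscreen: CellTiter-Fluor fluorescence was measured in A549 ARE_Fluc cells after 18-24 h of compound exposure in a concentration series. The subsequent BugLite luminescent read reports ARE-luciferase activity.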
Nrf2 ARE act: activators of Nrf2 (ARE) signaling | AREc32 ARE-luciferase reporter (MCF7-derived line), luminescence, 24 h | Potency, µM (titrated, usually from 46.1 µM), inactives show top-dose activation, most hits filed as activators | 410,000 compounds, 0.31% hits | AID 624171; further: potency means the concentration at half of the fitted maximal effect; % of control where 0% means no effect; nearly all actives have a fitted effect of over 65% in size
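Cells of the AREc32 ARE-luciferase line are plated in OPTI-MEM containing 5% FBS and left overnight at 37 deg C. Compounds are pinned in, incubation continues 24 hr, and firefly luciferase signal is then measured.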
IL-2 act: activates IL-2 in a cell-based reporter assay | IL-2 activation reporter assay, cell-based qHTS; stimulated with anti-CD3/CD4/CD28 beads; in transgenic mouse T cells | activation, % (series mostly up to about 46 µM) | 360,000 compounds, 0.065% hits | AID 652025; in the data active means activation above about 50%; inconclusive means mostly about 30% to 49%; further: 0% is about no effect
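Screening format: compound pinned onto unstimulated transgenic mouse T cells, 60 min incubation, then anti-CD3/anti-CD4/anti-CD28 bead stimulation for 18 hours at 37 degrees C, followed by EGFP and DsRed detection.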
HepG2 tox: kills HepG2 cells in TGF-b inhibitor counter-screen. HepG2 CAGA-GFP viability, ATP luminescence, 18 h. Potency, µM (titrated, usually from 46.1 µM), for the others: top-dose activity change, negative = cytotoxicity, actives largely listed as cytotoxic. 410,000 compounds, 0.76% hits. AID 588856; further: potency means the concentration at half of the fitted maximal effect; some results filed as inactive show a strong effect at the top dose
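CellTiter-Glo luminescence gave cytotoxicity after 18 hours at 37 degrees C. The cells were HepG2 CAGA-GFP in 1% FBS DMEM, stimulated with 500 pg/mL TGF-beta after compound addition. %Activity was normalised to no-cell wells (complete cell-killing) and DMSO (no toxicity), and curves were fitted and classified.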
S2 tox: reduces viability in counter-screen for ATXN expression inhibitors; S2 cells (HEK-293 line with an ATXN2-luciferase reporter) viability, CellTiter-Fluor protease fluorescence, 24 h; Potency, µM (doses to about 56.7 µM), hits mostly cytotoxic; 400,000 compounds, 0.49% hits; further: potency means the concentration at half of the fitted maximal effect; nearly all actives have a fitted effect of over 40% in size
TGFb inhibitor: inhibitors of TGF-b signaling; HepG2 CAGA-GFP TGF-b/SMAD3 reporter, GFP fluorescence, 18 h; TGF-beta stimulated, 500 pg/mL final; Potency, µM (doses to about 46.1 µM), inactives show top-dose activity, negative = inhibition, hits mostly inhibitors; 410,000 compounds, 1.2% hits; further: potency means the concentration at half of the fitted maximal effect; on the % scale 0 is the no-effect control and ±100 the full control effect; nearly all actives have a fitted effect of over 65% in size
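HEPG2 CAGA-GFP cells (1000/well, DMEM with 1% FBS) were pre-incubated 2 h at 37 degrees C, given compound by pin tool, then stimulated with TGF-beta at 500 pg/mL final for 18 h before per-cell GFP fluorescence imaging.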
* = called active by the depositor; & = joins results of further samples; [ ] = another dose, or the depositor's remark. Unless noted, the call rests on the fitted dose curve; in most records, active means well fitted curve in the direction sought with a large enough effect; inconclusive means small, poorly fitted or top-dose-only effect, or another doubt; inactive means no such curve, though single readings can be large; an effect the other way counts as inactive or inconclusive.

For O=C1CC(Nc2ccc(N3CCOCC3)cc2)C(=O)N1c1ccccc1 (configuration not stated) the results were Nrf2 inh -2.3%, ATXN2 expr inh 2.5%, EPAC2 ag 4.4%, A549 tox 6.5%, Nrf2 ARE act 0.3%, IL-2 act -1.0, HepG2 tox 2.9%, S2 tox inactive and TGFb inhibitor 18.6%.
For Cc1nc2ccccn2c1C(=O)Nc1ccc2c(c1)OCCO2 the results were Nrf2 inh inconclusive, ATXN2 expr inh 25.1%, EPAC2 ag 1.5%, A549 tox -10.7%, Nrf2 ARE act -0.3%, IL-2 act 0.2, HepG2 tox -2.8%, S2 tox inactive and TGFb inhibitor -1.3%.
`COc1ccc(NC(=O)CCCC(=O)c2ccccc2)c(OC)c1` gave Nrf2 inh 1.1%, EPAC2 ag -9.2%, A549 tox 0.4%, Nrf2 ARE act 2.1%, IL-2 act -0.7, HepG2 tox -3.9%, S2 tox inactive and TGFb inhibitor -0.1%.
`CC(=O)Nc1ccc(S(=O)(=O)N2CCN(S(=O)(=O)N3CCCCC3)CC2)cc1` gave Nrf2 inh 2.8%, ATXN2 expr inh -1.0%, EPAC2 ag -3.8%, A549 tox -0.8%, Nrf2 ARE act -0.2%[9.22 µM], IL-2 act 0.1, HepG2 tox 1.1%, S2 tox inactive and TGFb inhibitor 2.7%.
`COc1ccc(C2=NN(C3=NN=C(N)Cc4ncnn43)C(O)(C(F)(F)F)C2)cc1` (configuration not stated) gave Nrf2 inh 2.0%, ATXN2 expr inh 0.4%, EPAC2 ag 15.4%, A549 tox -0.3%, Nrf2 ARE act 0.1%, IL-2 act 2.0, HepG2 tox 0.0%, S2 tox inconclusive and TGFb inhibitor 9.5%.
For O=C(O)c1ccccc1C(=O)N(Cc1ccccc1)Cc1ccccc1 the results were Nrf2 inh -18.4%, ATXN2 expr inh 2.1%, EPAC2 ag 7.7%, A549 tox -1.2%, Nrf2 ARE act -0.3%, IL-2 act 1.6, HepG2 tox -0.1%, S2 tox inactive and TGFb inhibitor -5.6%.
Screening CCOC(=O)CCn1nc(-c2ccc(C)cc2)c2ccccc2c1=O returned Nrf2 inh 4.0%&-8.4%, ATXN2 expr inh -13.4%&1.8%, EPAC2 ag inconclusive, A549 tox 2.1%&-4.7%, Nrf2 ARE act -0.7%&2.9%, IL-2 act 0.5, HepG2 tox 5.5%&22.3%, S2 tox inactive and TGFb inhibitor 12.9%&18.0%.
For O=S(=O)(NC1CC2CCC1C2)c1ccc(Br)cc1 (configuration not stated) the results were Nrf2 inh -26.6%, ATXN2 expr inh -7.9%, EPAC2 ag 7.6%, A549 tox -0.1%, Nrf2 ARE act 2.3%, IL-2 act 3.3, HepG2 tox -0.3%, S2 tox inactive and TGFb inhibitor -4.2%.
CC(C)OCCCNC(=O)c1cccc(NC(=O)c2ccccc2)c1 was read as Nrf2 inh 14.3%, ATXN2 expr inh 5.9%, EPAC2 ag 4.9%, A549 tox 0.7%, Nrf2 ARE act 2.0%, IL-2 act -2.8, HepG2 tox 6.0%, S2 tox inactive and TGFb inhibitor 1.3%.
CCOC(=O)c1c(C(F)(F)C(F)(F)C(F)(F)C(F)(F)F)n[nH]c1C was read as Nrf2 inh -29.5%, ATXN2 expr inh -13.7%, EPAC2 ag -30.6%[inhibitor], A549 tox -19.6%, Nrf2 ARE act -0.2%, IL-2 act -2.3, HepG2 tox 12.6µM*, S2 tox inactive and TGFb inhibitor inconclusive.
Cc1ccc(C)c(N2CCN(C(=O)C3CCCN(S(=O)(=O)c4c(C)[nH]c(=O)[nH]c4=O)C3)CC2)c1 (configuration not stated) was read as ATXN2 expr inh 20.1%, EPAC2 ag -11.6%, A549 tox 1.8%, Nrf2 ARE act -0.4%, IL-2 act 4.5, HepG2 tox -3.4%, S2 tox inactive and TGFb inhibitor 0.0%.
`C=CCSc1nc(-c2ccc(OC)cc2)c(C#N)c(=O)n1CC=C` gave Nrf2 inh 10.0%, ATXN2 expr inh -7.9%, EPAC2 ag -3.4%, A549 tox 2.4%, Nrf2 ARE act 13.4%, IL-2 act -2.7, HepG2 tox 4.0%, S2 tox inactive and TGFb inhibitor inconclusive.
COc1ccc(N(CC(=O)N/N=C/c2cccc(OC)c2OC)S(=O)(=O)c2ccccc2)cc1 was read as Nrf2 inh -24.5%, EPAC2 ag 23.6%, A549 tox 5.8%, Nrf2 ARE act 4.9%, IL-2 act -1.0, HepG2 tox 2.6%, S2 tox inactive and TGFb inhibitor 20.5%.
For N#CC1=C(N)N=C(SCc2ccccc2)C(C(N)=O)C12CCCCC2 (configuration not stated) the results were Nrf2 inh -12.5%, ATXN2 expr inh -1.8%, EPAC2 ag -3.6%, A549 tox 2.1%, Nrf2 ARE act -0.6%, IL-2 act 2.8, HepG2 tox -8.7%, S2 tox inactive and TGFb inhibitor 0.5%.
COc1ccc(NS(=O)(=O)c2cc(NC(=O)c3nc4nc(C)cc(C)n4n3)ccc2C)cc1 was read as Nrf2 inh -1.3%, EPAC2 ag 8.6%, A549 tox -3.8%, Nrf2 ARE act -0.6%, IL-2 act -1.6, HepG2 tox 16.5%, S2 tox inactive and TGFb inhibitor 5.1%.
`COc1ccc(C(=O)N/C(=C\c2ccc(Cl)cc2)C(=O)NCCN2CCOCC2)cc1` gave EPAC2 ag -6.7%, Nrf2 ARE act 0.0%, IL-2 act -1.3, HepG2 tox -4.3%, S2 tox inactive and TGFb inhibitor -2.3%.
CCC(=O)NC(=S)Nc1ccccc1F was read as Nrf2 inh 15.7%, ATXN2 expr inh 6.9%, EPAC2 ag -7.8%, A549 tox -0.4%, Nrf2 ARE act 3.3%, IL-2 act -1.1, HepG2 tox -49.6%, S2 tox inactive and TGFb inhibitor 2.8%.
Screening Cc1ccccc1CN1N=C(/C=C/c2ccccc2)CCC1=O returned Nrf2 inh -9.7%, ATXN2 expr inh -13.6%, EPAC2 ag 21.8%, A549 tox -0.6%, Nrf2 ARE act 1.7%, IL-2 act 1.9, HepG2 tox -28.1%, S2 tox inactive and TGFb inhibitor 5.3%.
COC(=O)CSc1nc2ccc(NC(=O)c3ccccc3C(=O)N3CCOCC3)cc2s1 was read as Nrf2 inh -4.7%, ATXN2 expr inh 4.9%, EPAC2 ag -2.0%, A549 tox 1.0%, Nrf2 ARE act -0.4%, IL-2 act -0.6, HepG2 tox -3.4%, S2 tox inactive and TGFb inhibitor 2.2%.
For COc1ncnc2c1NC1=C(S2)C(=NCCC(=O)O)CC(C)(C)C1 the results were Nrf2 inh 1.3%, ATXN2 expr inh 0.8%, EPAC2 ag 13.2%, A549 tox -15.1%, Nrf2 ARE act 2.0%, IL-2 act 5.0, HepG2 tox 0.0%, S2 tox inactive and TGFb inhibitor 4.9%.
`CC(C)CCNC(=O)C1CCN(S(=O)(=O)c2ccc3c(c2)CC(C)N3C(=O)C2CC2)CC1` (configuration not stated) gave Nrf2 inh 2.1%, EPAC2 ag -8.1%, A549 tox -0.8%, Nrf2 ARE act 2.3%, IL-2 act -0.2, HepG2 tox -15.8%, S2 tox inactive and TGFb inhibitor -25.1%.
For COc1ccc(NC(=O)NCc2ccco2)cc1OC the results were Nrf2 inh 7.7%, EPAC2 ag -5.0%, A549 tox -0.7%, Nrf2 ARE act 3.1%, IL-2 act 0.9, HepG2 tox 8.6%, S2 tox inactive and TGFb inhibitor -1.9%.
`c1ccc(CSc2nnc(-c3cccs3)n2Cc2ccco2)cc1` gave Nrf2 inh -3.2%, ATXN2 expr inh 1.8%, EPAC2 ag 12.4%, A549 tox -6.9%, Nrf2 ARE act 2.4%, IL-2 act -1.6, HepG2 tox -18.6%, S2 tox inactive and TGFb inhibitor 0.0%.
`CCCc1cc(C(=O)NNC(=S)NCC)c2ccccc2n1` gave Nrf2 inh -23.7%, ATXN2 expr inh 3.0%, EPAC2 ag 10.0%, A549 tox 9.6%, Nrf2 ARE act 1.6%[9.22 µM], IL-2 act -0.2, HepG2 tox -0.1%, S2 tox inactive and TGFb inhibitor -0.5%.
For Cc1ccc(CC(=O)Nc2c(C(=O)N3CCN(c4ccccc4)CC3)oc3ccccc23)cc1 the results were Nrf2 inh inconclusive, A549 tox 2.8%, Nrf2 ARE act 4.1%, HepG2 tox -18.3% and TGFb inhibitor inconclusive.
For O=C(c1ccsc1)N1CCCC(N2CCN(c3cccc(Cl)c3)CC2)C1 (configuration not stated) the results were Nrf2 inh -14.6%, ATXN2 expr inh -10.9%, EPAC2 ag 1.5%, A549 tox 3.6%, Nrf2 ARE act 3.0%, IL-2 act 2.4, HepG2 tox -10.3%, S2 tox inactive and TGFb inhibitor -10.4%.
Cc1cc(OCC(=O)Nc2ccc(CN3CCOCC3)cc2)c2c(C)cc(=O)oc2c1 was read as Nrf2 inh 4.2%, EPAC2 ag 10.6%, A549 tox 0.6%, Nrf2 ARE act 7.8%, IL-2 act -0.3, HepG2 tox -6.1%, S2 tox inactive and TGFb inhibitor 1.9%.
Screening CC(C)(C)NC(=O)NC(=O)COC(=O)Cn1c(C(F)(F)F)nc2ccccc21 returned Nrf2 inh inconclusive, ATXN2 expr inh 5.6%, EPAC2 ag -5.4%, A549 tox -28.1%, Nrf2 ARE act -0.5%, IL-2 act -0.9, HepG2 tox -4.2%, S2 tox inactive and TGFb inhibitor -8.2%.

Screening data deposited in PubChem BioAssay by National Center for Advancing Translational Sciences (NCATS).
